# TRHR agonist: activates the human TRH receptor; P34981; TRHR cells, calcium flux fluo-8, FDSS agonist mode; activation, % at 2 µM; 360,000 tested, 0.18% active; also: 0% is about no effect
# Target sequence (P34981 whole entry, looked up): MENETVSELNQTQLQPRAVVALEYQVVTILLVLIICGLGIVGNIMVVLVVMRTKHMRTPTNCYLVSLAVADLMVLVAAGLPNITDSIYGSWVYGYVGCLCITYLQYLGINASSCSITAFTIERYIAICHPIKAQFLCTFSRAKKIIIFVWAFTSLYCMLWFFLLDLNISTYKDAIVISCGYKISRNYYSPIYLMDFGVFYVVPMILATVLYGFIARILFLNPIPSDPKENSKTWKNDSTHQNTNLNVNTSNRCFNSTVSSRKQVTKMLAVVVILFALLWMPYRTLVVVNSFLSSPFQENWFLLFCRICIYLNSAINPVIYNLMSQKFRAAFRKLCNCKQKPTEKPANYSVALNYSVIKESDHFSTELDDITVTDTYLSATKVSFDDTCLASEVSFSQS
#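 Fluo-8-loaded TRHR cells; 10 s baseline, compound added, kinetic Ca2+ fluorescence read 1/s, agonist mode.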
# RXFP1 antagonist: antagonists of human relaxin receptor RXFP1; Q9HBX9; HEK293-RXFP1, relaxin-stimulated cAMP HTRF, 30 min; hits give low values; activity change, negative = inhibition, % at 57.5 µM; 350,000 tested, 0.59% active; AID 1259400;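 active = activity change of -60% or lower, but not beyond a set lower limit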; also: % is scaled to controls: 0 for no effect and ±100 for the full control effect
# D2 potentiator: D2 dopamine receptor (human) potentiation. P14416. HEK293 T-REx D2, calcium flux, EC20 dopamine potentiation. potentiation, % at 10 µM. 340,000 tested, 0.34% active. AID 485347;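 active = potentiation over 3 SD above the plate norm, cut at about 30% in these data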; also: 0% is about no effect
# Target sequence (P14416 whole entry, looked up): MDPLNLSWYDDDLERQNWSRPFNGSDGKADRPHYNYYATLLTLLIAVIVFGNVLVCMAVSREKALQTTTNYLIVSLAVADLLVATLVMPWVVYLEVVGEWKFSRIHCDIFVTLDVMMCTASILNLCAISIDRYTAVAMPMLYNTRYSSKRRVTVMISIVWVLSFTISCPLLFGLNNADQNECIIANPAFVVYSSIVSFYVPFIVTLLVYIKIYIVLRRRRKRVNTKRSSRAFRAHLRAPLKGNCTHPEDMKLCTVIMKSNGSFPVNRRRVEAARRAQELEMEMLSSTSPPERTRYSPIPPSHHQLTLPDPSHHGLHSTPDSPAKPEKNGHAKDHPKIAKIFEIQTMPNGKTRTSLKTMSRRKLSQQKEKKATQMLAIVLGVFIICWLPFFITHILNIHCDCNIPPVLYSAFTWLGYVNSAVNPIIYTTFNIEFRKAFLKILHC
#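 Using a no-wash calcium dye in inducible, force-coupled HEK293 Trex cells expressing D2, we tracked fluorescence each second for 180 s after compound, then for 180 s after EC20 dopamine to detect augmented signalling.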
# D2 ag: D2 dopamine receptor (human) agonism; 340,000 tested, 0.53% active; activation, % at 2 µM; P14416; HEK293 T-REx D2 cells, calcium flux agonist mode;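 active = activation over 3 SD above normal in the single-dose calcium agonist read, cut at about 30% in these data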; also: 0% is about no effect
#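 HEK293 Trex D2 cells, tetracycline-induced, o/n 30 C 5% CO2; no-wash Ca dye, RT 30–90 min; 10-cycle baseline, 23 nl cpd added, kinetic Ca read 180 s; agonist hits = positive Ca response.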
# D2 antagonist: D2 dopamine receptor (human) antagonism; P14416; inhibition, % at 10 µM; 340,000 tested, 2% active; HEK293 TREx D2 cells, calcium flux, dopamine EC80; AID 485344; in the data active = inhibition above about 30%; also: 0% is about no effect
#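 Calcium flux kinetic readout in an inducible HEK293 TREx D2 line plated overnight at 30 C. After 180 s compound exposure, an EC80 dopamine challenge follows with another 180 s kinetic read to detect antagonism.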
# D1 PAM: enhances dopamine response at the human D1 receptor | P21728 | HEK293 TREx D1 cells, calcium flux, dopamine EC20 potentiation | potentiation, % at 10 µM | 360,000 tested, 0.036% active; in the data active = potentiation above about 30%; also: 0% is about no effect
# D1 ag: human D1 receptor agonism | P21728 | HEK293 T-REx D1 cells, calcium flux, agonist mode | activation, % at 2 µM | 360,000 tested, 1% active | AID 504660; also: 0% is about no effect
#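 Agonism was scored from calcium flux recorded over 180 s (1 read/s) after pintool compound addition, following a 10-cycle baseline. Cells were inducible force-coupled HEK293 TREx D1, plated overnight at 30 C and loaded with no-wash calcium dye.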
# TRHR enhancer: allosterically enhances the human TRH receptor; P34981; TRHR cells, fluo-8 calcium fluorescence, EC20 TRH enhancement; enhancement, % at 2 µM; 360,000 tested, 0.66% active; in the data active = enhancement above about 30%; also: 0% is about no effect
#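 Enhancer read-out: after compound pinning and an initial kinetic agonist-mode read, an EC20 of TRH (10 nM final) was injected and fluo-8 calcium signal (Ex 480/Em 530) followed at 1 s/cycle for 100 cycles in TRHR-expressing cells.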
# D1 antag: blocks dopamine activation of the human D1 receptor; 360,000 tested, 3.2% active; HEK293 TREx D1 cells, calcium flux, dopamine EC80; hits give low values; P21728; activity change, negative = inhibition, % at 10 µM; in the data active = activity change below about -30%; also: % is scaled to controls: 0 for no effect and ±100 for the full control effect
#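 Antagonism measured as reduced calcium response to an EC80 dopamine addition following 180 s compound pre-read; cells were inducible HEK293 Trex D1 plated overnight at 30 C, read kinetically at 1 cycle/sec.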
# The depositor's hits bear a star; . = not tested or not shown. Rule as the data show it, unless noted: active = activation above about 30%; inactive = the rest.
# Fields: TRHR agonist	RXFP1 antagonist	D2 potentiator	D2 ag	D2 antagonist	D1 PAM	D1 ag	TRHR enhancer	D1 antag
[1] CN(C)c1cc[nH]c(=O)c1C#N
→ -0.3	0	1	-0.5	-10	2	5	11	-2
[2] CCCNC(=S)NNC(=O)c1cc(-c2cccnc2)nc2ccccc12
→ 0.2	1	0	-0.6	19	-3	3	0	13
[3] COc1ccc(NC(=O)CS(=O)(=O)c2cn(CC(=O)N(C(C)C)C(C)C)c3ccccc23)c(OC)c1
→ -0.9	4	10	-0.8	13	8	0	-2	3
[4] Cc1cc(=O)[nH]c(SCC(=O)N2CCCc3ccccc32)n1
→ 0.5	-6	3	0.4	13	-1	0	6	-11
[5] Cc1cccc(NC(=O)CCNS(=O)(=O)c2ccc3c(c2)CCN3C(=O)C2CC2)c1
→ -0.7	.	-3	5.4	.	-3	2	0	-7
[6] C=Cn1c(C(=O)O)cc(CC)c1-c1ccccc1
→ 0.2	-9	-4	-0.2	-9	-1	-2	-7	8
[7] CCOC(=O)c1ccc(N2C(=O)C3C(/C=C/c4ccccc4)OC4(C(=O)c5ccccc5C4=O)C3C2=O)cc1 (configuration not stated)
→ -1.1	.	-1	-0.2	3	-2	9	-11	17
[8] CCOC(=O)c1n[nH]n2c1nc(=O)c1ccccc12
→ 0.7	2	.	.	.	-2	3	5	2
[9] CCOC(=O)N1CCc2c(sc3c2c(=O)n(CCc2ccccc2)c(=O)n3CC(=O)Nc2cccc(C)c2)C1
→ 0.2	14	2	0.5	.	1	4	8	16
[10] O=C(CN(c1ccccc1)S(=O)(=O)c1ccccc1)NCCSCc1ccco1
→ 1.0	0	-9	-0.5	-6	4	-1	5	-4
[11] CCOc1ccc(-c2noc(-c3cccnc3)n2)cc1OCC
→ -0.1	-13	13	3.1	-14	-4	2	0	5
[12] O=C(CSc1ccc(-c2ccccn2)nn1)Nc1cccc(F)c1
→ -0.3	-13	-20	71*	-11	-10	7	-7	-7
[13] O=C(Nc1ccc(Cl)c(Cl)c1)Nc1cc(S(=O)(=O)N2CCOCC2)ccc1N1CCCC1
→ 0.4	-31	-15	0.2	-11	-3	-2	-4	-1
[14] NS(=O)(=O)c1ccc(CCNC(=O)CNC(=O)Cc2cccc3ccccc23)cc1
→ 0.5	4	8	-0.4	-1	5	2	0	10
[15] CC1Cc2ccccc2N1CC(=O)NC(=O)NCc1ccco1 (configuration not stated)
→ 0.0	5	.	-1.0	10	-3	5	5	2
[16] COc1ccc(C(=O)N2CCCC(c3ccccc3)=N2)cc1
→ -0.5	-2	-6	1.7	20	-7	0	2	-8
[17] COc1ccccc1Oc1coc2c(CN(C)C)c(O)ccc2c1=O
→ 0.2	3	0	0.4	-2	-3	0	-8	-4
[18] CSC1=NC(C)(C)CC2(C)Nc3ccccc3N12 (configuration not stated)
→ 0.0	-24	-1	0.8	-6	1	0	0	-32*
[19] Cc1ccc(C(=O)c2oc3ccccc3c2NC(=O)c2cc(=O)c3ccccc3o2)cc1
→ 0.6	-6	10	0.7	.	0	4	-8	-6
[20] Cc1ccccc1-c1noc(-c2ccc(Cl)cc2)n1
→ 1.5	10	-7	0.4	-14	4	4	2	14
[21] CC(NC(=O)COC(=O)C1CCN(c2ccc(C(F)(F)F)cn2)CC1)c1ccc(F)cc1 (configuration not stated)
→ 0.7	1	1	0.2	-19	0	9	7	6
[22] Cc1c(C(=O)N2CCN(S(=O)(=O)c3ccccc3)CC2)oc2ccccc12
→ -0.1	1	-8	0.0	34*	-4	0	-4	-1
[23] CC(C(=O)NCC1(c2ccccc2)CCCC1)N1CCCC1 (configuration not stated)
→ -0.1	-6	7	.	.	-3	2	4	-19
[24] O=C(COc1ccc(F)cc1)Nc1nnc(S(=O)(=O)N2CCc3ccccc32)s1
→ -0.4	-16	11	-1.6	.	-2	-1	0	-8
[25] Cc1cccc(N2CCN(C(=O)c3ccc(CS(=O)Cc4cccc(Cl)c4)o3)CC2)c1C (configuration not stated)
→ 0.5	-21	0	1.6	-9	16	3	-4	-9
[26] Cc1ccc(C(=O)Nc2nc(-c3cc(Cl)sc3Cl)cs2)cc1
→ 0.1	2	3	-0.7	1	1	1	19	-6
[27] CCOCCSc1nc2c(c(=O)[nH]c(=O)n2C)n1CCCc1ccccc1
→ -0.8	3	1	-0.8	-4	-10	4	-1	5
[28] CC(C)c1ccc(NC(=O)C2CCC(CNC(=O)[C@@H]3Cc4ccccc4CN3)CC2)cc1 (some centres not stated)
→ 2.3	-17	4	0.3	13	-6	11	-4	-5
[29] COC(=O)c1cc(=O)nc2sc3cc(OC)ccc3n12
→ 0.1	9	-1	0.6	-14	-6	1	-2	-1
[30] CCCCCC(=O)N/N=C(\C)c1ccccn1
→ -0.3	-8	4	-1.0	-2	-2	6	-3	10

# A draw from above in order of molar mass, smallest number first.
# Fields: TRHR agonist	RXFP1 antagonist	D2 potentiator	D2 ag	D2 antagonist	D1 PAM	D1 ag	TRHR enhancer	D1 antag
[30] CCCCCC(=O)N/N=C(\C)c1ccccn1
→ -0.3	-8	4	-1.0	-2	-2	6	-3	10
[18] CSC1=NC(C)(C)CC2(C)Nc3ccccc3N12 (configuration not stated)
→ 0.0	-24	-1	0.8	-6	1	0	0	-32*
[22] Cc1c(C(=O)N2CCN(S(=O)(=O)c3ccccc3)CC2)oc2ccccc12
→ -0.1	1	-8	0.0	34*	-4	0	-4	-1
[27] CCOCCSc1nc2c(c(=O)[nH]c(=O)n2C)n1CCCc1ccccc1
→ -0.8	3	1	-0.8	-4	-10	4	-1	5

# Nos. 19–21, quoted:
# Fields: TRHR agonist	RXFP1 antagonist	D2 potentiator	D2 ag	D2 antagonist	D1 PAM	D1 ag	TRHR enhancer	D1 antag
[19] Cc1ccc(C(=O)c2oc3ccccc3c2NC(=O)c2cc(=O)c3ccccc3o2)cc1
→ 0.6	-6	10	0.7	.	0	4	-8	-6
[20] Cc1ccccc1-c1noc(-c2ccc(Cl)cc2)n1
→ 1.5	10	-7	0.4	-14	4	4	2	14
[21] CC(NC(=O)COC(=O)C1CCN(c2ccc(C(F)(F)F)cn2)CC1)c1ccc(F)cc1 (configuration not stated)
→ 0.7	1	1	0.2	-19	0	9	7	6

# The list continues:
# Fields: TRHR agonist	RXFP1 antagonist	D2 potentiator	D2 ag	D2 antagonist	D1 PAM	D1 ag	TRHR enhancer	D1 antag
[31] CCOc1ccccc1N(C)C(=O)c1nn(-c2ccc(C)cc2)c(=O)c2c1c1ccccc1n2C
→ 0.5	-2	14	0.3	.	1	-2	1	5
[32] COc1ccc(CCNC(=O)Cn2cccc2C(=O)c2ccccc2)cc1OC
→ -0.3	12	-6	-0.8	-8	9	1	3	2
[33] COc1ccc(OC)c(NC2c3ccccc3C(=O)N2Cc2ccc3c(c2)OCO3)c1 (configuration not stated)
→ -0.2	-3	12	-2.5	3	7	1	2	6
[34] CCCn1c(SCC(=O)NC(C)C23CC4CC(CC(C4)C2)C3)n[nH]c1=O (configuration not stated)
→ 0.3	-15	8	-0.2	-2	-3	-1	0	4
[35] CCCCn1c(CN(C)Cc2ccccc2)nc2c1c(=O)n(C)c(=O)n2C
→ -1.4	-2	-2	-1.6	-6	3	4	-4	1
[36] CCOC(=O)C(NC(=O)Nc1cccc(C)n1)(OCC(F)(F)F)C(F)(F)F (configuration not stated)
→ -0.1	7	-2	0.8	8	2	2	-2	3
[37] CCOC(=O)c1cc(C#N)c(N2CCCC2)nc1-c1ccccc1
→ 0.4	-23	11	-1.2	-28	-3	4	0	5
[38] Cc1cc(C)c(S(=O)(=O)NCC(c2ccco2)S(=O)(=O)c2ccccc2)c(C)c1 (configuration not stated)
→ -0.3	-12	-1	-0.5	.	-2	10	0	.
[39] COc1ccccc1CN1C(=O)C(=O)c2cccc(C)c21
→ -2.6	-6	15	-1.2	.	-2	-3	0	-1
[40] Cc1nc(N)c(Cc2ccccc2F)c(N)n1
→ 0.4	-7	6	2.1	-8	-1	4	-3	-35*
[41] NC(=O)CCS(=O)(=O)CCN1CCCCC1
→ 1.1	2	5	0.6	-1	0	1	0	-15

# One compound at a time, from the list above. Screens in order: TRHR agonist | RXFP1 antagonist | D2 potentiator | D2 ag | D2 antagonist | D1 PAM | D1 ag | TRHR enhancer | D1 antag
# CCOc1ccccc1N(C)C(=O)c1nn(-c2ccc(C)cc2)c(=O)c2c1c1ccccc1n2C is entered as 0.5 | -2 | 14 | 0.3 | . | 1 | -2 | 1 | 5
# COc1ccc(CCNC(=O)Cn2cccc2C(=O)c2ccccc2)cc1OC is entered as -0.3 | 12 | -6 | -0.8 | -8 | 9 | 1 | 3 | 2
# COc1ccccc1CN1C(=O)C(=O)c2cccc(C)c21 is entered as -2.6 | -6 | 15 | -1.2 | . | -2 | -3 | 0 | -1

# Not a hit list; any-hit rate near 7.1%.
